Screening results from PubChem BioAssay.
Wee1 degr inh: inhibitors of human Wee1 degradation; HeLa Luc-Wee1K328M stability, luciferase luminescence; 100% = proteasome inhibitor MG132 effect; reporter increase, % at 5 µM; 220,000 tested, 1.2% active;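 active = activation above the mean of all tested compounds plus 3 SD, set per screening run, cut at about 8.8% in these data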;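 also: cells exposed to compound for 20 h before luminescence read; 0% = DMSO alone and 100% = MG132 at 30 µM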
14-3-3 Bad inh: disrupts binding of bovine 14-3-3 zeta to phospho-Bad peptide | P63103 | TR-FRET 14-3-3zeta/Dy647-pBad peptide displacement, 1 h | inhibition, % at 21.7 µM | 220,000 tested, 0.71% active | AID 781;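 active = inhibition above about 70%, limit read from the data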;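 also: 0% = full 14-3-3 plus peptide FRET controls and 100% = background without 14-3-3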
Target sequence (P63103 whole entry, looked up): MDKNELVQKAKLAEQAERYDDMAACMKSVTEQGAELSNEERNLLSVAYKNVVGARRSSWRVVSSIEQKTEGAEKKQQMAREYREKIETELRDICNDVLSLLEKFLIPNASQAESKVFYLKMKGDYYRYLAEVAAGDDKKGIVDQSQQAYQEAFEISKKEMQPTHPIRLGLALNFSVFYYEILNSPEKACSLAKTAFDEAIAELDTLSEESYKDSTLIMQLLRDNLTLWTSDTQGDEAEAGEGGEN
FXIIa inh: blocks human coagulation factor XIIa protease activity; P00748; purified FXIIa, Boc-QGR-AMC fluorogenic substrate, 2 h; inhibition, % at 5 µM; 220,000 tested, 0.3% active; in the data active = inhibition above about 40%;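 also: 0% = enzyme with no compound and 100% = blank without enzyme; many of its hits are not listed in these tables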
eIF4E 4G PPI: blocks eIF4E binding to eIF4G | inhibition, % at 21.7 µM | 220,000 tested, 0.37% active | P63073+Q04637 | TR-FRET eIF4E-eIF4GI(517-606) binding, 2 h;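 active = inhibition above about 30%, limit read from the data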;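 also: 0% = full FRET control wells and 100% = background wells lacking eIF4GI fragment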
Rad51 HR inh: blocks human Rad51 in homologous recombination; Q06609; hRad51 DNA strand exchange, fluorescence dequenching; inhibition, % at 10 µM; 200,000 tested, 0.085% active;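 active = inhibition above 40% at the single screening dose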;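 also: 0% = DMSO control wells and 100% = blanks with heterologous ssDNA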
Target sequence (Q06609 whole entry, looked up): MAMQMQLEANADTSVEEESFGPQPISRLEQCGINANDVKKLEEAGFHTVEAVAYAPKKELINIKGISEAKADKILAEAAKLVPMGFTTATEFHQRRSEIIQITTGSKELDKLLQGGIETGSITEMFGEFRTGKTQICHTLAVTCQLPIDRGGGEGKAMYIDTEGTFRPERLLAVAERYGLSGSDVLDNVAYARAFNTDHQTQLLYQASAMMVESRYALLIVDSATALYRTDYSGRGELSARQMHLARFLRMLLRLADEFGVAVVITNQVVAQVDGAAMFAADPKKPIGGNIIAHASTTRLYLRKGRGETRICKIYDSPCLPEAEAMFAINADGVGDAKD
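Assay system: Human Rad51 nucleoprotein filaments preassembled on unlabelled ssDNA | Reagent: Donor/quencher-labelled 47-bp dsDNA substrate | Doses: One concentration, 10 µM final | Times: 37 °C 15-min filament assembly, 30-min compound preincubation, 15-min exchange | Technique: Fluorescein emission 520 nm, excitation 485 nm | Benchmarks: Plate control and blank wells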
hK5 inh: blocks human kallikrein 5 protease activity; Q9Y337; recombinant hK5, fluorogenic AMC substrate cleavage; inhibition, % at 5 µM; 210,000 tested, 0.59% active;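 active = inhibition of 40% or more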;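 also: 0% = enzyme controls without compound and 100% = no-enzyme blanks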
Target sequence (Q9Y337 67-293 limits assumed): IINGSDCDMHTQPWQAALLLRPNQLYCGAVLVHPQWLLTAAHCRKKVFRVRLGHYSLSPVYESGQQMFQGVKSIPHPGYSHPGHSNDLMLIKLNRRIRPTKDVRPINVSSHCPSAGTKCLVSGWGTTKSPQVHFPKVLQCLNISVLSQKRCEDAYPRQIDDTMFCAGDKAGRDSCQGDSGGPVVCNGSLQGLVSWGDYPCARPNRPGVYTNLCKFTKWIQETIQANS
FXIa inh 1536: blocks human coagulation factor XIa protease activity; P03951; purified FXIa, Boc-Glu-Ala-Arg-AMC fluorogenic substrate; inhibition, % at 5 µM; 220,000 tested, 0.14% active; AID 798;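 active = inhibition of at least 40%; inactive = inhibition below 40%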;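 also: fluorescence of freed AMC excited at 355 nm; 0% = enzyme without compound and 100% = no enzyme blank; many of its hits are not listed in these tables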
MDM2 E3 inh: inhibitors of human Mdm2 E3 ubiquitin ligase. 210,000 tested, 0.11% active. signal enhancement, % at 5 µM. Q00987. AID 1230. cell-based MDM2 ubiquitination luciferase reporter, 2 h; 0 = plate control, 100 = twice control, blank-subtracted;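 active = signal enhancement of 30% or more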;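 also: luminescence tracks abundance of the self-degrading MDM2-luciferase fusion protein; higher signal means inhibition of MDM2 E3 ligase activity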
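test system = mammalian cells stably expressing self-ubiquitinating, self-degrading MDM2 E3–luciferase fusion | quantity = 2000 cells/well | incubation = cell settling 4 h, compound treatment 2 h, both 37 °C | signal = luminescence with SteadyLite reagent, 15 min at room temperature | evaluation = % enhancement relative to plate controls after blank subtraction | benchmarks = plate controls and plate blanks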
p97 inhibitor: inhibitors of human p97 ATPase. P55072. recombinant p97 ATPase, Kinase-Glo ATP luminescence, 3 h. inhibition, % at 8 µM. 220,000 tested, 0.42% active; in the data active = inhibition above about 15%;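 also: 0% = DMSO vehicle and 100% = wells lacking enzyme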
Starred values were filed as active, the others as inactive; / = not tested or not shown; [ ] = remark or other dose.

The line under a structure holds: Wee1 degr inh	14-3-3 Bad inh	FXIIa inh	eIF4E 4G PPI	Rad51 HR inh	hK5 inh	FXIa inh 1536	MDM2 E3 inh	p97 inhibitor
- CCCCNc1cc(C)oc(=O)c1C(C)=O
  0	4[fluorescence artefact?]	2	0	-1	-4	-1	-4	-1
- O=C(Nc1c(C(=O)Nc2ccccc2)cnn1-c1ccccc1)c1ccco1
  4	-2	27	-9	1	-1	20	-26	6
- COc1ccc(/C=C/C(=O)Nc2ccc3c(c2)OCCO3)cc1OC
  1	-11[fluorescence artefact?]	11	1[fluorescence artefact?]	/	-2	6	-7	6
- CCOC(=O)c1sc2nc(C)[nH]c(=O)c2c1C
  -3	-3	6	6	0	0	-7	-19	2
- O=C(NCc1ccc2[nH]c3c(c2c1)CCCC3)c1ccc(S(=O)(=O)N2CCCC2)cc1
  2	-1[fluorescence artefact?]	8	1[fluorescence artefact?]	-1	-4	5	/	2
- CC1CC(NC(=O)CC#N)CC(C)(C)C1 (stereo not drawn)
  1	3	2	9	18	-1	10	-9	1
- COc1ccc(S(=O)(=O)c2ccc(OC)cc2)cc1
  0	-6[fluorescence artefact?]	6	-13[fluorescence artefact?]	-8	-13	-4	-7	-2
- Cc1cccc(N2CCN(C(=O)/C=C/c3ccco3)CC2)c1C
  2	-5	9	1	/	-5	5	2	-1
- Cc1ccc(-n2nc(C)c3c(C(=O)OCC(=O)N(C)C4CCS(=O)(=O)C4)cc(-c4ccccc4)nc32)cc1 (stereo not drawn)
  1	-6	30	6	/	-8	29	-19	4
- Cc1ccc(S(=O)(=O)N(C)c2ccc(OC(=O)c3ccc(=O)[nH]c3)cc2)cc1
  7	1	-1	2	-5	-6	-4	-16	2
- COc1ccc(-c2ccc(S(=O)(=O)n3nc(OC(=O)c4cccs4)cc3N)cc2)cc1
  1	0	13	-2	-1	9	9	/	8
- Cc1nc(-c2ccc(Cl)cc2)sc1C(=O)CBr
  -1	10	9	9	12	-3	0	-16	-3
- COc1ccc(NC(=O)C2CCCO2)cc1 (stereo not drawn)
  2	-1	3	4	6	-7	0	8	-3
- COc1ccc(OCCCC(=O)Nc2nc(-c3ccccn3)cs2)cc1
  2	-15	6	-3	-2	6	1	-3	-3
- Cc1c(NS(=O)(=O)c2ccc3c(c2)CCN3C(=O)C2CC2)c(=O)n(-c2ccccc2)n1C
  0	1[fluorescence artefact?]	19	-2[fluorescence artefact?]	/	4	-10	-28	5
- COc1ccc(-n2cc(-c3ccc(C)cc3)[n+]3c2SCC3)cc1
  -1	1	9	1	/	-17	8	/	6
- NS(=O)(=O)c1ccc(NC(=S)NCCc2ccccc2)cc1
  3	0	9	2	-1	0	0	-5	3
- O=C(CCCc1ccccc1)Nc1ccc(S(=O)(=O)N2CCOCC2)cc1
  1	-2	5	-3	13	-2	-3	0	2
- Cn1c(CN2CCCC2)nc2cc(NC(=O)c3ccco3)ccc21
  -1	-3	0	-7	3	33	-10	-18	-3
- COc1cc2[nH]c(=S)n(C3CCN(Cc4ccccc4)CC3)c(=O)c2cc1OC
  5	-6	7	-5	22	-24	-3	-12	2
- COc1ccc(/C(=N\O)c2nccc3cc(OC)c(OC)cc23)cc1OC
  0	-6	4	0	4	-4	-2	-51	6
- O=S(=O)(NCCOCC(F)(F)C(F)F)c1ccc2oc3ccccc3c2c1
  0	-6	12	-1[fluorescence artefact?]	4	-12	3	-12	-3
- CC1CC(C)CN(S(=O)(=O)N2CCC(C(=O)NCc3ccco3)CC2)C1 (stereo not drawn)
  2	1	/	0	-2	-7	-7	-3	1
- CN1C(=S)SC(/[N+]([O-])=C\c2ccccc2F)C1(C)C (stereo not drawn)
  -2	-4	3	-2	4	0	2	-11	6
- COc1ccccc1Nc1nc(-c2ccc3c(c2)NC(=O)CO3)cs1
  2	-26	8	-2	-29	-2	0	-6	0
- C1CNC(C23CC4CC(CC(C4)C2)C3)=N1
  -3	5	5	1	3	-8	-3	-5	-5
- Nc1nnc(-c2ccc(Cl)cc2)s1
  11*	-5[fluorescence artefact?]	14	-13	4	-8	-4	-8	-3
- O=C(CCNC(=O)c1ccc(Cl)cc1)Nc1c(F)c(F)cc(F)c1F
  2	-6	16	0	-29	-9	10	3	3
- O=C(CSc1ccncc1)Nc1ccc(S(=O)(=O)Nc2nccs2)cc1
  -4	-4	-6	-7	-9	-21	-2	-14	1
- O=C(N/N=C/c1cccs1)C(=O)N1CCCC1
  1	-1	3	0	/	/	-2	/	-7

Single records (already shown). Values in the order: Wee1 degr inh, 14-3-3 Bad inh, FXIIa inh, eIF4E 4G PPI, Rad51 HR inh, hK5 inh, FXIa inh 1536, MDM2 E3 inh, p97 inhibitor
Record of `Cc1ccc(S(=O)(=O)N(C)c2ccc(OC(=O)c3ccc(=O)[nH]c3)cc2)cc1` → 7, 1, -1, 2, -5, -6, -4, -16, 2
Record of `Cn1c(CN2CCCC2)nc2cc(NC(=O)c3ccco3)ccc21` → -1, -3, 0, -7, 3, 33, -10, -18, -3
Record of `Cc1nc(-c2ccc(Cl)cc2)sc1C(=O)CBr` → -1, 10, 9, 9, 12, -3, 0, -16, -3

(list continues)
The line under a structure holds: Wee1 degr inh	14-3-3 Bad inh	FXIIa inh	eIF4E 4G PPI	Rad51 HR inh	hK5 inh	FXIa inh 1536	MDM2 E3 inh	p97 inhibitor
- COC(=O)C1(c2ccccc2)NC(c2cccs2)C2C(=O)N(c3ccccc3)C(=O)C21 (stereo not drawn)
  2	-5	18	3[fluorescence artefact?]	-6	-6	7	/	4
- CCOC(=O)c1[nH]c2ccccc2c1NC(=O)CC(C)C
  /	-5	-4	-21	3	0	1	-6	/
- CC(=O)Nc1ccc2nc(C3CC3)n(Cc3ccc(Cl)cc3)c(=O)c2c1
  8	11	8	3	-8	3	2	-9	-5
- Cc1nn(C)c(C)c1CNC(=O)Nc1ccc2c(c1)OCO2
  3	-10	2	0	1	-2	-4	3	3
- CCc1c(C(=O)Nc2ccc(S(=O)(=O)N3CCOCC3)cc2)csc1C
  4	21	4	-1	1	-26	3	-5	0
- CCc1nc2ccccc2c(NC(=O)CN2CCC(C)CC2)c1C
  0	3	11	2	/	4	1	0	2
- CC(/C=N/NC(=O)c1ccncc1)=C\c1ccccc1
  0	-3	15	2	7	-16	2	-34	0
- CCc1nnc(N/N=C/c2ccccc2Cl)n1N
  -1	51	-2	0	-7	-9	-7	-16	0
- O=C(CNC(=O)c1ccccc1F)N/N=C/c1cc(Br)ccc1OC(=O)/C=C/c1ccco1
  -1	-15	12	-1	-4	-13	5	-6	6
- CC1(C)Cc2c(sc(N)c2C#N)C(C)(C)N1
  2	4	11	1	-9	4	0	13	5
- O=C(O)c1cc([N+](=O)[O-])c(N2CCCC2)c([N+](=O)[O-])c1
  -2	8	12	2	7	15	8	-4	8
- Cc1cc(-c2nnc(CCC(=O)N(C)Cc3cccc4ccccc34)o2)no1
  -2	1	11	0	-11	3	0	-4	-5
- O=C1NC(Cc2c[nH]c3ccccc23)C(=O)N1CCOc1ccccc1 (stereo not drawn)
  -1	-9	2	-5	2	-4	5	-1	9
- O=S(=O)(Nc1nc2ccccc2nc1-[n+]1cccc(N=C([O-])c2ccc(Cl)cc2)c1)c1ccccc1
  -3	-17	0	-17	0	0	-4	1	6
- Cc1cc(C)cc(NC(=O)Cc2ccc(-n3cccc3)cc2)c1
  1	19	15	-21[fluorescence artefact?]	7	-11	3	-4	-8
- Cc1oc(-c2cccs2)nc1CN1CCC(CO)(CCOc2ccccc2)CC1
  -1	-1	13	1	-2	6	1	-7	-4
- CC1CN(c2ccc(Cl)cc2[N+](=O)[O-])CCN1S(C)(=O)=O (stereo not drawn)
  6	-12	3	7	26	1	-2	8	6
- CN(C)S(=O)(=O)c1cccc(-c2nn(-c3ccccc3)cc2/C=C2\SC(=S)NC2=O)c1
  0	-4[fluorescence artefact?]	16	17	-47	-10	8	-4	4
- Cc1cc(C)c2c(CC(=O)Nc3nccs3)coc2c1
  -1	43	0	-3	6	-9	3	14	2
- Nc1cc(N)nc(SCCOc2ccccc2F)n1
  -1	16[fluorescence artefact?]	10	-5[fluorescence artefact?]	0	-21	0	-14	-1
- CC1=C(C(=O)OCC2CCCO2)C(c2ccsc2)C2=C(CCCC2=O)N1 (stereo not drawn)
  3	-1	10	-1	0	-7	-5	-2	-3
- CCc1nc(Cl)c(C#N)c2c1CCCC2
  -5	-3	-6	1[fluorescence artefact?]	4	-9	-5	-16	-6
- O=C(O)c1ccc(Cl)c(S(=O)(=O)Nc2ccc3cn[nH]c3c2)c1
  -1	1	5	4	-1	-6	-1	7	12
- COP(=O)(OC)c1nc(-c2ccccc2)oc1N1CCOCC1
  3	0	1	5[fluorescence artefact?]	8	-21	-4	-4	-3
- CCOC(=O)C(=O)N(Nc1ccc(C)cc1)c1ccc(C)cc1
  0	0	24	1	/	34	50*	-12	-3
- Cc1nc2nc(CC(=O)O)[nH]n2c(=O)c1[N+](=O)[O-]
  -3	-1	6	4	-1	4	2	10	4
- O=C(COC(=O)[C@H](Cc1ccccc1)NC(=O)c1cccs1)Nc1ccccc1C(F)(F)F
  -2	-10	6	6	3	-10	1	-17	-6
- CCOC(=O)c1cnc2c(c(C3CC3)nn2C)c1N1CCOCC1
  0	-14	6	3	5	-5	-5	-11	4
- CN(C(=O)Nc1ccccc1)C1CCCCC1
  1	2	4	2	-2	3	-1	-8	-2
- O=c1c2ccccc2c(/C=N/NS(=O)(=O)c2ccccc2)c(O)n1-c1ccccn1
  -3	-3	12	-6	-128	2	5	-8	1
- Cc1ccnc(NS(=O)(=O)c2ccc(NC(=O)c3ccc(S(=O)(=O)N4CC(C)OC(C)C4)cc3)cc2)n1 (stereo not drawn)
  -2	-6	12	-3	5	-11	-17	4	2
- CCSC1=N/C(=C\c2ccc(C(=O)O)cc2)C(=O)S1
  -1	-4[fluorescence artefact?]	5	-1[fluorescence artefact?]	9	-14	15	-5	5
- OC(CN1C2=NCCN2c2ccccc21)c1ccc2c(c1)OCO2 (stereo not drawn)
  -3	3	9	7	1	0	4	-22	3
- CC(C)(C)[C@@H]1C=C(C(=O)NC2CC2)O[C@H](OCc2ccc(CO)cc2)C1
  0	8	2	1	-2	-1	-1	/	-1
- Cc1cc(C)nc(N/N=C/c2cccc([N+](=O)[O-])c2)n1
  3	1	2	4	/	-2	1	-1	-3
- CCOc1ncccc1C(=O)OCC(=O)NCc1ccc2c(c1)OCO2
  -4	-4	4	-2	2	-1	3	-28	4
- COc1ccc(-n2c(Cc3cccn3C)nnc2SCC(=O)Nc2cccc(F)c2)cc1
  -2	6	25	62*[fluorescence artefact?]	-1	-11	18	-26	4
- CN(C)c1ccc(C(=S)N2CCOCC2)cc1
  4	-2	45*	-3	-3	-5	12	-29	-5
- C=CCN(CC=C)Cc1c(C)[nH]c2c(C)c(C)ccc2c1=O
  4	-7	4	1	-11	2	-4	-3	-5
- CC(=O)Nc1ccc(OC(F)(F)Cl)cc1
  -2	-2	10	-4	-11	6	0	-14	-5
- CC(NC(=O)c1cccc(S(=O)(=O)N(C)C)c1)c1nc2ccccc2[nH]1 (stereo not drawn)
  7	-2	7	-1	0	-1	11	-11	1
